GSK3A inh = inhibitors of human GSK-3 alpha kinase | P49840 | ADP-Glo luminescence, 60 min | inhibition, % at 10 µM | actives 0.1% (n = 320,000);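 in the data active means inhibition above about 50%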;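 further: GST-tagged GSK-3 alpha with peptide substrate and 25 µM ATP; 0% = DMSO neutral wells and 100% = GW8510 positive control wells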
Target sequence (P49840 whole entry, looked up): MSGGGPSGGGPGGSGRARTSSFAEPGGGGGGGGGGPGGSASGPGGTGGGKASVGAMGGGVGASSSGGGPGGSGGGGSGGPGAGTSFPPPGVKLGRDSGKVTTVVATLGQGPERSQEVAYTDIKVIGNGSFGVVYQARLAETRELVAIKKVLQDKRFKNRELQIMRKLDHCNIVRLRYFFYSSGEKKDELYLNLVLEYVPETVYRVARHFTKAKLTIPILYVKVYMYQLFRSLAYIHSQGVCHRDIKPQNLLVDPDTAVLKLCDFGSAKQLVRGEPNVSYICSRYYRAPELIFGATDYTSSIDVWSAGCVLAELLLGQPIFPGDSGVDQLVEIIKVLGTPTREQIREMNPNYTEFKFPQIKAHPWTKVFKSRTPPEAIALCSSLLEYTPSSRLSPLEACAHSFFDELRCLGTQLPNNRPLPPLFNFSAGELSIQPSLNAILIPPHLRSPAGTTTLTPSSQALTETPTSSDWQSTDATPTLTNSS
KLF5 inh = inhibitors of KLF5 expression. DLD-1 KLF5 promoter-luciferase reporter, luminescence. inhibition, % at 5 µM. actives 0.23% (n = 290,000). AID 1700;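 active means inhibition above a per-plate limit of that plate's mean compound inhibition plus 3 SD, cut at about 60% in these data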;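 further: 0% = DMSO wells and 100% = LY294002 at 200 µM; higher means less KLF5 promoter-driven luciferase light; inactives centre near -14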
aSyn 5UTR inh = 5' untranslated region of α-synuclein, MLPCN primary screen; inhibition, % (tested at 7.5 µM); actives 0.82% (n = 300,000); alpha-synuclein 5'UTR reporter, inhibitor activity; in the data active means inhibition above about 60%; inconclusive means no clear call, values can overlap the other calls;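 further: H4 neuroglioblastoma cells stably carrying SNCA 5'UTR luciferase fusion; 0% = DMSO wells and 100% = positive control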
GSK3B inh = blocks human GSK3beta kinase activity; GST-GSK3beta kinase, ADP-Glo luminescence, 60 min; stronger effect = lower value; activity score (negative = inhibition), % at 10 µM; actives 0.038% (n = 300,000); AID 2097;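 active means more than half of replicate wells score below -50%, meaning over 50% inhibition versus plate controls; inconclusive means some replicates but at most half score below -50%; inactive means no replicate scores below -50%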;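 further: 0% = median DMSO wells and -100% = median GW8510 positive control wells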
Target sequence (P49841 whole entry, looked up): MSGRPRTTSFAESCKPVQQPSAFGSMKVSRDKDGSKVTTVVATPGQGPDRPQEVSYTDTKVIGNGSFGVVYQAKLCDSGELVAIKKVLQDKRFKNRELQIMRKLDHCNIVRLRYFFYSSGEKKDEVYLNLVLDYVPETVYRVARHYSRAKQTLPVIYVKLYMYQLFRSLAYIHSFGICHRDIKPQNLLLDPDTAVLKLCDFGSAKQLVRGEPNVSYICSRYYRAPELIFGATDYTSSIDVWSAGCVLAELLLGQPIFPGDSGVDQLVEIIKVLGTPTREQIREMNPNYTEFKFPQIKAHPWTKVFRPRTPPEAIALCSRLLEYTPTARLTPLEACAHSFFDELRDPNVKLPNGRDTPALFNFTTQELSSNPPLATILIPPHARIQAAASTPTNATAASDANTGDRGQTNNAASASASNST
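Test system: GST-tagged human GSK3beta kinase, cell-free; evaluation: activity score scaled between in-plate DMSO and GW8510 controls; measured by: ADP-Glo luminescence; incubation: 60 min reaction, RT; benchmarks: DMSO and 20 µM GW8510; reagent: peptide substrate plus 25 µM ATP (final); medium: Tris/MgCl2 kinase buffer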
HIF act = HIF pathway transcriptional activation; U2OS HRE-luciferase reporter, luminescence; normalized: DMSO 0%, desferrioxamine 100%; activation, % at 7.5 µM (by protocol); actives 0.32% (n = 300,000); AID 1910;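 active means mean activation of at least 10% of the iron chelator positive control signal, with at least half of replicates also reaching 10%; inconclusive means mean and replicate majority disagree about reaching 10%; inactive means mean and most replicates under 10%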
HSF1 activator = increases HSF-1 driven luciferase reporter signal. actives 1.7% (n = 300,000). NIH3T3-HGL HSF-1 luciferase reporter, MG132, 8 h; 100% = twice DMSO control signal. AID 504408. activation, % at 9 µM;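 active means mean replicate activation of at least 50% with a set share of replicates each reaching 50%; inconclusive means only one of those two conditions met; inactive means mean below 50% and too few replicates reaching it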;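 further: 0% = median of the neutral control wells and 100% = twice that signal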
AI-2 QS modul = modulators of Vibrio harveyi AI-2 quorum sensing system; Vibrio harveyi JMH597 AI-2 luminescence/OD600 ratio, 9 h; stronger effect = lower value; strain lacks LuxN and CqsS sensors; 0 = neutral-control median; activity change, % at 7.5 µM; actives 0.4% (n = 300,000); AID 2094; in the data active means activity change below about -75%, passing the limit was not always enough; inconclusive means no clear call, values can overlap the other calls;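 further: luminescence divided by OD600 gain over 9 h not by final OD600 alone; inactives centre near 13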
HSF1 inhib = HSF1 inhibition | NIH3T3-HGL HSE-luciferase, MG132-induced, luminescence 8 h; stronger effect = lower value | activity change, negative = inhibition, % at 7.5 µM (by protocol) | actives 0.77% (n = 300,000);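 active means more than half of replicate wells show activity change below -50%, luminescence cut by over half; inconclusive means some wells, but at most half, below -50%; inactive means no replicate well below -50%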;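 further: luciferase reports HSF-1 transcriptional activity via heat shock element; 0% = median of DMSO wells and -100% = zero luminescence signal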
IEC-6 tox = kills IEC-6 intestinal cells in KLF5 counter-screen; IEC-6 cytotoxicity, luminescence viability; inhibition, % at 5 µM; actives 0.78% (n = 290,000); in the data active means inhibition above about 22%;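 further: 0% = plate median of test compound wells and 100% = cytotoxic reference compound wells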
HSP90 inh = blocks HSP90-mediated luciferase refolding in reticulocyte lysate; actives 0.91% (n = 290,000); inhibition, % at 5.6 µM; AID 1789; Rabbit reticulocyte lysate, luciferase refolding luminescence, 3 h;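 active means inhibition above the screen-wide mean plus 3 SD, computed separately per campaign, cut at about 16% in these data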;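 further: 0% = DMSO wells and 100% = 60 µM geldanamycin wells; inhibitors lower the luminescence because luciferase stays unfolded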
The depositor's hits bear a star; ? = inconclusive; . = not tested or not shown.

SMILES | GSK3A inh | KLF5 inh | aSyn 5UTR inh | GSK3B inh | HIF act | HSF1 activator | AI-2 QS modul | HSF1 inhib | IEC-6 tox | HSP90 inh
O=[N+]([O-])c1ccc(/C=C/c2ccc3cccc(O)c3n2)cc1 | 7 | -132 | -11 | 1 | -9.3 | -12 | 25 | 2 | 42* | 0
Cc1cc(/C=C2\SC(=O)NC2=O)c(C)n1-c1ccc(N2CCOCC2)cc1 | 1 | -35 | -12 | 3 | 2.7 | 13 | 0 | 9 | -1 | 5
CCOc1ccccc1NC(=O)CSc1n[nH]c(=O)n1-c1ccccc1 | 4 | -33 | 16 | 1 | -0.9 | 11 | 31 | 5 | -2 | 0
CSc1ncccc1C(=O)NC1CCCc2c1cnn2-c1ccc(C)c(C)c1 (stereo unspecified) | -3 | -9 | 7 | 0 | -0.1 | -5 | -1 | -2 | 7 | 2
O=C(CCNC(=O)c1ccccc1Cl)Nc1cc(C(F)(F)F)ccc1N1CCCC1 | 3 | -26 | 1 | 1 | -0.3 | 0 | 17 | -1 | -3 | -4
Cc1cc(NCCCn2ccnc2)n2nc(C)c(-c3ccc(Cl)cc3)c2n1 | 3 | -3 | ? | -2 | -0.4 | -6 | 26 | -5 | 5 | 4
COc1ccc2c(C)c(C)c(=O)oc2c1OC | 1 | -1 | -84 | -1 | 0.9 | 24 | 19 | 10 | 0 | 0
COc1ccc(CC(=O)N/N=C/C=C/c2ccc3c(c2)OCO3)cc1OC | 0 | -57 | 12 | 0 | -0.1 | -9 | 9 | -5 | -1 | -2
Cc1cc(CNC(=O)CC2C(=O)NCCN2CC(C)(C)C)nn1C (stereo unspecified) | -3 | -10 | 7 | 1 | -0.2 | -12 | 18 | -12 | 2 | 1
CCO[C@H]1OC(C(=O)N2CCN(Cc3ccc4c(c3)OCO4)CC2)=C[C@@H](C)[C@@H]1CCCO | 3 | -14 | 19 | -5 | -0.1 | 1 | 7 | -1 | 3 | 13
CC1(C)N=C(c2cccc(F)c2)C(=O)N1 | -1 | 10 | -1 | -1 | -0.6 | -7 | -1 | 2 | -5 | -3
CCN1CCc2c(sc(NC(=O)c3ccc(C(=O)c4ccccc4)cc3)c2C(N)=O)C1 | 1 | -4 | -24 | -1 | -0.6 | -15 | 11 | -13 | 3 | 1
COc1ccc(-c2c(C)n([O-])c3c([n+]2=O)CCCC3)cc1OC | 4 | -32 | 42 | -1 | 0.0 | -6 | 10 | 2 | -2 | -1
Clc1ccccc1N1CCN(Cc2c[nH]c3ccccc23)CC1 | 0 | . | 64* | -2 | -0.4 | -2 | -3 | 7 | . | .
COc1ccc(CCNC(=O)C(=O)NCC2CCCN2S(=O)(=O)c2cccs2)cc1OC (stereo unspecified) | -2 | . | 16 | -2 | -0.3 | -2 | 16 | -5 | . | .
Cc1noc(/C=C/c2ccco2)c1S(=O)(=O)N1CCC(C(=O)N(C)Cc2ccccc2)CC1 | -3 | 3 | 15 | 1 | 0.1 | 25 | 20 | 12 | -6 | 6
O=C(/C=C/c1ccc([N+](=O)[O-])cc1)NCc1cccs1 | 0 | -33 | -8 | 2 | 4.9 | 18 | 8 | 5 | -9 | -7
O=C(c1ccccc1)N1CCn2c(nc3ccccc32)C1 | -1 | -1 | 18 | 0 | -0.1 | 3 | 27 | -4 | -5 | 0
Cc1ccc(CNC(=O)C2CN(S(C)(=O)=O)c3cc(Cl)ccc3O2)cc1 (stereo unspecified) | -3 | 1 | 0 | -5 | 0.1 | 7 | 4 | -1 | -6 | 0
N#CC1=C(SCc2ccccc2)NC2=C(C(=O)CCC2)C1c1ccc2c(c1)OCO2 (stereo unspecified) | -1 | 12 | 35 | 0 | -8.9 | 11 | 13 | 4 | 1 | 4
CC(=O)N1CCN(c2ccccc2NC(=O)COc2ccc(Cl)cc2Cl)CC1 | 3 | -53 | 0 | 1 | -0.6 | 16 | 6 | 11 | -3 | -1
COc1ccccc1C(C#N)N1N=C(C)CC1(C)C (stereo unspecified) | -2 | -32 | 5 | 1 | 0.4 | -2 | 41 | -7 | -11 | -1
O=C(O/N=C1\CCCc2ccccc21)c1ccc(F)cc1 | 3 | 8 | 2 | -3 | 0.2 | 29 | 11 | 10 | 7 | 3
CCOc1cc(C2NC(=O)NC(c3ccccc3)=C2C(C)=O)ccc1OC(C)=O (stereo unspecified) | 1 | -6 | 4 | -4 | 0.1 | 8 | 5 | 6 | 4 | 1
COC(=O)c1cc(C(=O)OCC(=O)NNC(=O)c2cccs2)cc([N+](=O)[O-])c1 | -3 | . | -5 | 1 | 0.0 | 13 | 58 | -2 | . | .
SMILES | GSK3A inh | KLF5 inh | aSyn 5UTR inh | GSK3B inh | HIF act | HSF1 activator | AI-2 QS modul | HSF1 inhib | IEC-6 tox | HSP90 inh
CN(C)C(=O)CNC(=O)C1CCCCC1 | -1 | -17 | 4 | -1 | 0.2 | -7 | 11 | -2 | 7 | 2
Cc1ccc(NC(=O)c2cc(NC(=O)C3CC=CCC3C(=O)O)ccc2N2CCOCC2)cc1 (stereo unspecified) | -2 | -14 | 4 | 7 | 0.1 | -2 | 1 | -7 | -2 | 1
O=C(NCc1ccco1)/C(=C\C=C\c1ccccc1)NC(=O)c1ccccc1Br | 0 | 0 | 12 | 7 | 0.3 | 20 | 23 | 11 | -1 | 5
O=C(CSCc1c(F)cccc1Cl)Nc1ccccc1C(=O)N1CCOCC1 | -2 | 1 | 18 | 0 | 0.2 | -24 | 14 | -8 | 1 | 4
COCCN(CCOC)S(=O)(=O)c1ccc(NC(=O)c2cnccn2)cc1 | 9 | -50 | 1 | 0 | -0.8 | 10 | 6 | -6 | 7 | 0
COc1cccc(C(=O)Nc2nc(-c3ccc4c(c3)OCO4)cs2)c1 | -1 | -10 | -5 | 3 | 0.1 | 9 | -5 | 7 | -2 | -2
CCOC(=O)Nc1c(Cl)n(C)c(=O)n(C)c1=O | 0 | -18 | 8 | 3 | 0.6 | 3 | -3 | -9 | -2 | -2
Cc1c(Cl)c(-c2n[nH]c(=S)n2-c2ccccc2)nn1C | -1 | -4 | 4 | 1 | -0.2 | -12 | 18 | -2 | 6 | 3
COc1ccc(OC)c2c1sc(=NC(=O)C(C)C)n2C | -2 | -4 | -10 | 3 | 0.1 | -14 | 36 | 1 | 3 | -3
Cc1cc(/C=C(\C#N)C(=O)O)c(C)n1C1CC1 | 0 | 2 | 8 | 2 | -0.1 | -5 | 16 | 5 | -8 | 0
O=c1cc(O)c(-c2cccc(Cl)c2)c(Cl)[nH]1 | -1 | -31 | 4 | -3 | -0.9 | -7 | 6 | -9 | -4 | 2
COc1cccc(-n2nc(-c3ccnn3-c3cccc(Cl)c3)c(=O)n(C)c2=O)c1 | 0 | 0 | 33 | 1 | 0.1 | -64 | 17 | -54* | -6 | 3
CCOc1cccc(C(=O)N2CCCCC2c2cccnc2)c1 (stereo unspecified) | -2 | 9 | 3 | 1 | 0.0 | 18 | 24 | 4 | 0 | 4
CN(C)S(=O)(=O)c1cccc(NC(=S)Nc2cc(Cl)cc(Cl)c2)c1 | 0 | -5 | 9 | 0 | 0.0 | 27 | 6 | 2 | 11 | -2
CCOC(=O)C1(CC2CCCCO2)CCN(C(=O)Nc2ccccc2)CC1 (stereo unspecified) | 2 | -28 | -7 | 1 | 0.6 | 6 | 0 | 11 | -2 | -3
CC(=O)N1CCCc2cc(S(=O)(=O)Nc3ccc4c(c3)OCO4)ccc21 | 1 | . | -14 | -1 | 0.8 | 2 | 12 | -2 | . | .
CSc1ccc(/C=N/n2c(C)nnc2C)cc1 | -1 | -9 | 5 | 3 | -0.1 | -6 | 19 | -4 | 4 | 0
COc1ccc(NC(=O)c2cc3nc(-c4ccccc4)cc(-c4ccccc4)n3n2)c(OC)c1 | 0 | -17 | 23 | 7 | -0.3 | -25 | 19 | -14 | -5 | 1
CC(=O)Cc1nsc(NC(=O)c2ccc(-c3cccc(C(F)(F)F)c3)o2)n1 | -2 | 2 | -23 | 1 | 1.2 | 6 | 1 | -1 | 4 | 0
O=C(Nc1ccccc1N1CCCCC1)c1cnccn1 | 17 | -29 | -12 | -12 | -0.2 | 12 | 17 | 3 | -4 | -3
Cc1ccc(S(=O)(=O)N2CCOCC2)cc1C(=O)Nc1ccccc1N1CCCC1 | -1 | . | 1 | 2 | 0.3 | -13 | 18 | 3 | . | .
O=C(c1ccccc1SCc1ccc(F)cc1)N1CCOCC1 | -1 | 4 | 4 | 0 | -0.3 | -9 | 9 | -8 | 0 | 1
Cc1onc(-c2ccccc2Cl)c1C(=O)Nc1ccc(OCC(=O)N2CCOCC2)cc1 | -2 | 0 | 6 | 1 | -0.2 | -87 | 33 | -85* | 0 | 5
O=C(CN1C(=O)c2ccccc2C1=O)N1CCOCC1 | -1 | 6 | -8 | 2 | -0.2 | -1 | 8 | -9 | 7 | -2
Cc1cc(C)n(-c2nnc(C)n2N)n1 | 3 | -16 | 0 | -3 | -0.2 | -9 | 21 | -2 | 1 | -1
SMILES | GSK3A inh | KLF5 inh | aSyn 5UTR inh | GSK3B inh | HIF act | HSF1 activator | AI-2 QS modul | HSF1 inhib | IEC-6 tox | HSP90 inh
CC(C)CNC(=S)NC1CC2CCCC(C1)N2Cc1cccs1 (stereo unspecified) | 1 | -6 | -10 | 0 | . | -2 | 5 | -3 | 5 | -1
Cc1ccc(-n2c(C)cc(/C=N/NC(=O)c3ccncc3)c2C)c(C)c1 | -1 | -19 | 20 | -1 | -0.5 | -10 | 12 | 4 | 2 | 4
CC(C)(C)CC(C)(C)NCC(O)COCCOc1ccc(Br)cc1 (stereo unspecified) | 0 | -31 | -37 | -4 | -1.7 | -6 | 12 | 3 | -2 | 1
CC(=O)C1=C(C)NC2=C(C(=O)c3ccccc32)C1c1ccccc1 (stereo unspecified) | 2 | -19 | 10 | -1 | -0.7 | -16 | -2 | -4 | 2 | 0
CCOC(=O)c1oc2cccc(O)c2c1CN(Cc1ccccc1)C(C)=O | 1 | 1 | 12 | -6 | -0.2 | -4 | 12 | 3 | 0 | -1
CCc1ccc(/C=N/Nc2nn[nH]n2)cc1 | -1 | -7 | -6 | 2 | -0.8 | -5 | 36 | -4 | 4 | -2
CCN(CC)CCNC(=O)C1c2ccccc2C(=O)N(CCOC)C1c1ccc(F)cc1 (stereo unspecified) | -1 | -17 | -2 | 1 | 0.4 | 8 | 22 | -16 | -3 | 0
Cc1cc(N/N=C(/CCC(=O)O)C(=O)O)nc2ccccc12 | 2 | -37 | -4 | 3 | 0.1 | -31 | 13 | -7 | 9 | -1
CCS(=O)(=O)N1Cc2ccccc2CC1C(=O)N1CCN(c2ccccc2)CC1 (stereo unspecified) | -3 | -6 | 7 | 4 | -0.7 | -2 | 15 | -2 | 4 | -2
C=CCN(C(=O)COc1ccccc1)c1nnc(-c2ccncc2)s1 | -3 | -8 | -11 | 0 | -0.3 | -5 | 10 | 0 | 2 | -1

Bioassay records from PubChem.
